APP 5UTR inh: APP translation inhibition. SH-SY5Y APP 5'UTR-luciferase reporter, luminescence. 190,000 tested, 0.82% active. inhibition, % at 2 µM;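 active = inhibition above a set limit, derived from the sample mean plus 3 SD, cut at about 45% in these data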; also: values of inactives mirror those of a sister screen read the other way
STAT3 blocker: STAT3 signaling inhibition; AID 862; 190,000 tested, 0.89% active; inhibition, % at 5.5 µM; U3A cells, IL-6 STAT3-luciferase reporter, luminescence; host cell line lacks STAT1;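 active = inhibition above the mean inhibition across all screened compounds plus 3 SD, cut at about 44% in these data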;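 also: 0% = DMSO only wells and 100% = 100 µM nifuroxazide control wells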
TLR4-MyD88 BLA: blocks binding of human TLR4 to MyD88; 200,000 tested, 0.18% active; O00206+Q99836; inhibition, % at 8.4 µM; HeLa CL3-4 TLR4/MyD88 BLA complementation, FRET ratio; in the data active = inhibition above about 25%;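 also: 0% = vehicle and 100% = reference inhibitor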
Target sequence (O00206 whole entry, looked up): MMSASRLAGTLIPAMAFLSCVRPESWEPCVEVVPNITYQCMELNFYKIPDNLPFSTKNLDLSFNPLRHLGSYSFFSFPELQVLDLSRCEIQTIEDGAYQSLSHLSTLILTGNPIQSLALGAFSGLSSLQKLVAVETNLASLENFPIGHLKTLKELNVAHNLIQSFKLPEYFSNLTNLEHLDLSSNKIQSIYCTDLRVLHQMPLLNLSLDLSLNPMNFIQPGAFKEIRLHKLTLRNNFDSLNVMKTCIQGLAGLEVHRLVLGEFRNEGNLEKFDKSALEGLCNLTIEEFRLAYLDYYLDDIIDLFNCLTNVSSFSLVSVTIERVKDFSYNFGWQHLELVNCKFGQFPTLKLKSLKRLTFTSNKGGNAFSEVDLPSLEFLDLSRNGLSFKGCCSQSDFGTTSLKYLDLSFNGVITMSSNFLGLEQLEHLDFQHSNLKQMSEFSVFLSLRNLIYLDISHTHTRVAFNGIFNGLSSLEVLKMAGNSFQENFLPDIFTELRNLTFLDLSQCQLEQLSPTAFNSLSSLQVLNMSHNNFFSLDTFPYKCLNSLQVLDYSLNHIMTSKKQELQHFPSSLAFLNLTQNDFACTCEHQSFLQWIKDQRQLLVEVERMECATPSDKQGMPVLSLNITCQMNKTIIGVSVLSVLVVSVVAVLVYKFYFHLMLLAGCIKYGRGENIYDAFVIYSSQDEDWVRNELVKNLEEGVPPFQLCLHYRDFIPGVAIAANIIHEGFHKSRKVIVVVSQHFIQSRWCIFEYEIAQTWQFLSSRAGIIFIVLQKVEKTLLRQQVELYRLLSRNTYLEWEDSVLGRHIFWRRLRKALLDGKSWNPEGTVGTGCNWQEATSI
Target sequence (Q99836 whole entry, looked up): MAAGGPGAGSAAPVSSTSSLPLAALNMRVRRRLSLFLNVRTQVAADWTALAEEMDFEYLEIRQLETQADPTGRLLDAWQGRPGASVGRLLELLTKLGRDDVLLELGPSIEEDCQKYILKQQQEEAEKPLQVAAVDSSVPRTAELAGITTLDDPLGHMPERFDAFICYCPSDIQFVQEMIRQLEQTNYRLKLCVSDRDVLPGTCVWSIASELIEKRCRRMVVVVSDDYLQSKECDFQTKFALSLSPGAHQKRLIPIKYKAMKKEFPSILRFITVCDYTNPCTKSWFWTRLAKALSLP
STAT1 activator: activators of IFN-gamma induced STAT1 signaling; NIH 3T3 STAT1-luciferase reporter, luminescence; 100% = IFN-gamma alone, no compound; activation (% of control), % at 5.5 µM; 200,000 tested, 2.6% active; AID 932;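 active = activation above the screen-wide mean activation plus 3 SD, cut at about 130% in these data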;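 also: raw ratio to IFN-gamma control signal so 100% means no change and 0% no light; values of inactives mirror those of a sister screen read the other way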
Diaphorase inh: diaphorase inhibition or chemical oxidation counter-screen; diaphorase resazurin-to-resorufin fluorescence, NADH, 16 min; bacterial (C. kluyveri) enzyme, not human; inhibition, % at 20 µM; 190,000 tested, 0.69% active; AID 1217;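 active = primary screen inhibition at 20 µM above a set limit, cut at about 50% in these data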;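 also: plate controls were DMSO with full reaction for no effect and wells lacking NADH for full effect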
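Test system: Clostridium kluyveri diaphorase enzyme / Quantity: diaphorase at 0.14 U/mL in enzyme working solution / Incubation: 16-min room-temperature incubation before reading / Benchmarks: NADH-free wells as positive control, DMSO-only neutral wells / Signal: resorufin fluorescence 544/590 nm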
G6PDH CS: inhibits Leuconostoc G6PDH, flagging false hits in G6PDH-based assays | Purified L. mesenteroides G6PDH, diaphorase/resazurin coupled fluorescence, 45 min | inhibition, % at 5 µM | 200,000 tested, 0.12% active | AID 1020; in the data active = inhibition above about 50%
STAT3 act: activators of IL-6 induced STAT3 signaling; U3A cells, IL-6 STAT3-luciferase reporter, luminescence; 100% = signal with IL-6 EC80 alone; activation (% of control), % at 5.6 µM; 190,000 tested, 0.91% active;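 active = activation above the screen-wide mean of compound activation plus 3 SD, cut at about 130% in these data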;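 also: 0% = background luminescence of wells with medium and substrate only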
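system = STAT3-luciferase reporter U3A cells | reagent = IL-6 stimulus at 33 ng/mL final | timing = 1 h compound pre-exposure, 6 h IL-6 stimulation, 37 °C | measured by = luminescence | evaluation = % activation versus median of IL-6-stimulated wells | control set = IL-6-only wells as 100% reference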
Hsp70 act: Hsp70 transcriptional activation, primary screen; HeLa Hsp70 promoter luciferase reporter, luminescence; scaled: vehicle 0, proteasome-inhibitor control 100%; activation, % at 10 µM; 200,000 tested, 0.04% active; AID 1203;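 active = activation above the mean across all tested compounds plus 3 SD, cutoff set per campaign, cut at about 5.5% in these data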;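 also: 100% = MG132 at 30 µM as the positive control and 0% = DMSO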
STAT1 inh: STAT1 signaling inhibition; NIH 3T3 STAT1-luciferase reporter, IFN-gamma, luminescence; inhibition, % at 5.5 µM; 200,000 tested, 0.35% active; AID 920;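 active = inhibition above a set limit, the mean inhibition across all tested compounds plus 3 SD, cut at about 34% in these data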;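 also: 0% = IFN-gamma with DMSO and 100% = IFN-gamma with 300 µM nifuroxazide; values of inactives mirror those of a sister screen read the other way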
Diaphorase act: activates diaphorase or chemically reduces, flagging diaphorase assay artifacts; Diaphorase/resazurin coupled assay, resorufin fluorescence, 16 min; hits give high values; 1 = vehicle wells, 0 = NADH-free wells; activation factor at 20 µM; 190,000 tested, 0.005% active;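 active = diaphorase activity raised at least twofold by the compound at 20 µM; inactive = activation factor below 2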
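Material: Clostridium kluyveri diaphorase, purified enzyme; Quantity: enzyme 0.07 U/mL final; Medium: HEPES pH 7.4 buffer with MgCl2 and Tween 20; Dosing: single compound dose of 20 µM, 1% DMSO final; Schedule: 16 min reaction at room temperature; Measured by: red resorufin fluorescence at 544/590 nm excitation/emission.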
* hit, by the source's call; x = not tested or not shown. Not a hit list. Share with any hit: about 6.1%.

mol,APP 5UTR inh,STAT3 blocker,TLR4-MyD88 BLA,STAT1 activator,Diaphorase inh,G6PDH CS,STAT3 act,Hsp70 act,STAT1 inh,Diaphorase act
COc1ccc(C(=O)Nc2nc3ccc(S(C)(=O)=O)cc3s2)cc1,0,19,13,114,8,6,87,0.3,-15,0.9
O=S(=O)(c1ccc2c(c1)OCCO2)N1CCc2ccccc21,-4,12,-10,90,24,-2,98,0.1,9,0.8
CC(C)N(C(=S)Nc1cccc(C(F)(F)F)c1)C(C)c1ccccn1 (configuration not stated),19,7,-1,86,-7,0,99,-0.3,13,1.1
Cc1c(Cl)c(C(F)(F)F)nn1CC(=O)NN,16,6,5,96,3,5,101,-0.4,4,1
CCC(C)NC(=O)c1ccc(CS(=O)(=O)c2ccc(OC)cc2)o1 (configuration not stated),-3,6,-9,95,-3,-1,103,0.1,6,1
Cn1c(=O)cc(OCCCC(=O)Nc2ccccn2)c2ccccc21,-3,36,-8,100,9,5,74,-0.1,0,0.9
CCO[C@@H]1OC(C(=O)N2CCN(Cc3ccccc3)CC2)=C[C@H](c2coc3ccccc3c2=O)[C@H]1CCCO,0,x,3,103,-16,16,x,0.0,-2,1.2
COc1cccc(NC(=O)COC(=O)Cc2ccc(Cl)cc2)c1,-10,-2,0,94,-5,4,106,-0.2,3,1
CCC(C)(C)n1nnnc1C(c1ccc2ncccc2c1)N1CCN2CCCC2C1 (configuration not stated),-1,3,10,98,-4,2,103,-0.2,2,1
N#C/C(=C\c1cccs1)C(=O)NCc1ccco1,1,5,7,97,19,-3,95,-0.2,3,0.8

Arranged by value in TLR4-MyD88 BLA (largest number first): three of the compounds above
structure | TLR4-MyD88 BLA
N#C/C(=C\c1cccs1)C(=O)NCc1ccco1 | 7
CCO[C@@H]1OC(C(=O)N2CCN(Cc3ccccc3)CC2)=C[C@H](c2coc3ccccc3c2=O)[C@H]1CCCO | 3
O=S(=O)(c1ccc2c(c1)OCCO2)N1CCc2ccccc21 | -10

(continued)
mol,APP 5UTR inh,STAT3 blocker,TLR4-MyD88 BLA,STAT1 activator,Diaphorase inh,G6PDH CS,STAT3 act,Hsp70 act,STAT1 inh,Diaphorase act
COc1ccc(-c2[nH]ncc2CN(CCO)Cc2cccs2)c(F)c1,2,10,13,97,17,20,95,-0.3,1,0.8
COc1ccc(C(CC(=O)O)NC(C)=O)cc1OC (configuration not stated),9,3,-5,102,7,2,98,0.2,-2,0.9
O=C(COC(=O)CNC(=O)c1ccccc1)Nc1ccc(F)c([N+](=O)[O-])c1,16,0,-1,96,-6,4,104,0.7,6,1.1
Cc1nnc(NC(=O)CSc2nc3c(c(=O)n2CCc2ccccc2)SC(C)C3)s1 (configuration not stated),33,5,7,94,9,-33,96,-0.2,7,0.9
O=C(NCc1ccc(F)cc1)c1nc(-c2cccs2)no1,1,3,-8,106,3,0,106,0.2,-7,1
COCCOC(=O)/C(C#N)=C/c1cn(Cc2ccccc2)nc1-c1cccnc1,-14,6,-1,97,8,9,99,-0.4,0,0.9
C#CCN1CC(C)/C(=N/O)CC1C (configuration not stated),5,3,-8,102,8,4,100,-0.3,-2,0.9
CCC1S/C(=N/N=C/c2cccs2)NC1=O (configuration not stated),-10,8,-7,99,8,3,99,-0.4,1,0.9
CCOc1ccc(-c2[nH]ncc2-c2ccc(OC)c(OC)c2)c(O)c1,70*,19,-7,97,13,1,87,-0.5,3,0.9
COc1ccc(/C=C(\C#N)C(=O)NCC2CCCO2)cc1OC (configuration not stated),8,9,-2,110,10,0,99,-0.1,-12,0.9

Other records follow.
mol,APP 5UTR inh,STAT3 blocker,TLR4-MyD88 BLA,STAT1 activator,Diaphorase inh,G6PDH CS,STAT3 act,Hsp70 act,STAT1 inh,Diaphorase act
CCOC(=O)C(Cc1c(F)cccc1F)(NC(C)=O)C(=O)OCC,0,6,0,102,7,4,99,0.1,-2,0.9
CCc1ccc(-c2nc(CCl)cs2)cc1,-48,5,2,147*,10,4,95,-0.2,-52,0.9
CCOC(=O)c1c(C)[nH]c(C)c1C(=O)CSc1nc(N)cc(N)n1,-18,2,8,103,7,-10,102,-0.3,-5,0.9
COc1ccc(CCNC(=O)CSc2ccsc2[N+](=O)[O-])c(OC)c1,-18,5,-2,95,3,5,99,-0.2,3,1
CC(C)Cn1c(N)c(C(=O)COC(=O)CN2C(=O)C3CC=CCC3C2=O)c(=O)n(C)c1=O (configuration not stated),26,30,-2,75,-18,2,80,-0.1,27,1.2
COc1ccc(-c2noc(-c3ccccc3C(=O)Nc3cccc(OC)c3)n2)cc1,1,14,-2,98,26,0,91,0.0,2,0.7
Cc1ccc[n+](CC(=O)Nc2cc(C(F)(F)F)ccc2N2CCOCC2)c1,-15,1,-9,99,-2,4,103,0.2,1,1
CCCNS(=O)(=O)c1cc(Br)cc2c1N(C(=O)CC)CC2,15,10,8,95,11,0,96,0.0,7,0.9
O=C(NCCN1CCOCC1)c1ccc(Cl)cc1[N+](=O)[O-],-14,3,-2,110,6,9,102,-0.2,-11,0.9
O=C(Nc1nccs1)c1cccc(S(=O)(=O)N2CCCCC2)c1,7,12,-9,102,6,8,93,0.0,1,0.9

New compounds follow
mol,APP 5UTR inh,STAT3 blocker,TLR4-MyD88 BLA,STAT1 activator,Diaphorase inh,G6PDH CS,STAT3 act,Hsp70 act,STAT1 inh,Diaphorase act
NNc1nc(-c2ccccc2Cl)nc2sc3c(c12)CCCC3,-50,-8,-6,122,15,5,109,-0.3,-24,0.9
CC1=CS/C(=C(/C#N)C(=O)NCc2ccco2)N1c1ccccc1,-2,26,0,76,20,-1,85,-0.1,26,0.8
O=C1CC(c2ccco2)CC(O)=C1C=Nc1cc(Cl)ccc1Cl (configuration not stated),-3,-2,-3,101,20,12,99,-0.3,-1,0.8
CCO[C@@H]1OC(C(=O)NCc2ccccc2)=C[C@H](C2CC2)[C@H]1CCCO,2,x,5,97,-18,6,x,0.1,4,1.2
Cn1cc(CN2CCCCC2c2ccccn2)c(-c2ccc3c(c2)OCCO3)n1 (configuration not stated),0,-4,-11,101,8,6,109,-0.2,-1,0.9
FC(F)(F)c1ccc(Oc2ccc(Cl)cc2Br)nc1,-15,6,2,97,-5,4,103,0.1,3,1
Cn1cnc(S(=O)(=O)NCc2cccs2)c1,-1,4,0,94,14,9,100,-0.2,7,0.9
N=C(N)N1CCc2ccccc2C1,-10,5,7,94,-5,5,98,-0.2,6,1.1
Cc1cc(C)cc(N/C(N)=N/c2nc(C)cc(C)n2)c1,-3,-8,-4,93,-6,-2,104,-0.3,9,1.1
CCn1c(SCC(=O)Nc2nc(C)cs2)nnc1C(NC(=O)c1ccccc1Cl)C(C)C (configuration not stated),6,-3,-7,93,20,8,104,-0.2,2,0.8

Next section.
mol,APP 5UTR inh,STAT3 blocker,TLR4-MyD88 BLA,STAT1 activator,Diaphorase inh,G6PDH CS,STAT3 act,Hsp70 act,STAT1 inh,Diaphorase act
CC1CN(C(=O)c2ccccc2NS(=O)(=O)c2cccc([N+](=O)[O-])c2)CC(C)O1 (configuration not stated),-2,-5,5,98,1,11,107,-0.2,2,1
Cc1ccc(OC(=O)CCC(=O)OCCCC(F)(F)C(F)(F)F)cc1,-14,4,-4,97,6,-8,96,0.3,3,0.9
COc1ccccc1N(CC(=O)Nc1cccnc1)S(C)(=O)=O,18,2,-6,105,8,14,101,0.1,-5,0.9
CC(C)COC(=O)Cc1c(O)c2ccccc2[nH]c1=O,-2,3,-3,95,14,12,103,-0.1,6,0.9
COc1ccccc1N1CCN(CC(=O)Nc2sccc2C#N)CC1,8,-7,4,101,25,-13,109,-0.5,-1,0.8
Cc1csc(Nc2ccccc2)[n+]1-c1ccccc1,-10,10,2,104,6,2,96,-0.3,-4,0.9
O=C(c1ccc(COc2ccccc2Cl)o1)N1CCN(c2ccccc2)CC1,-27,10,5,94,34,4,99,0.3,6,0.7
Cc1ccc(CNC(=O)CCNS(=O)(=O)c2cccs2)cc1,24,0,-6,103,8,-2,103,-0.3,-3,0.9
COc1c(C)cc(C(=O)C2CCCN(S(=O)(=O)c3c(C)noc3C)C2)cc1C (configuration not stated),-13,16,-7,88,-10,8,92,0.3,11,1.1
O=C(NCCCN1CCN(c2ccc(F)cc2)CC1)Nc1ccc([N+](=O)[O-])cc1,0,24,1,88,8,2,82,-0.2,12,0.9

Further structures.
mol,APP 5UTR inh,STAT3 blocker,TLR4-MyD88 BLA,STAT1 activator,Diaphorase inh,G6PDH CS,STAT3 act,Hsp70 act,STAT1 inh,Diaphorase act
COc1ccc(N(CC(=O)Nc2ccccc2C(=O)O)S(=O)(=O)c2ccc(C)c([N+](=O)[O-])c2)cc1,10,9,1,104,23,10,99,-0.2,-6,0.8
O=c1[nH]c(SCc2ccccc2Cl)nc2c1cnn2-c1ccccc1,12,4,-9,98,-1,-12,97,-0.4,3,1
COC(=O)NNC(=O)C1CCC(C)CC1 (configuration not stated),-14,4,3,103,7,0,95,-0.4,-1,0.9
Cc1nn2c(-c3cccc(NC(=O)CN4CCOCC4)c3)nnc2c2ccccc12,15,21,2,109,x,x,85,-0.3,-10,x
O=C1NC(c2cn(-c3ccccc3)nc2-c2cccs2)C(C(=O)c2cccnc2)C(O)(C(F)(F)F)N1 (configuration not stated),-13,-4,6,100,8,-1,101,-0.1,0,0.9
Nc1ccc(O)cc1C(=O)OCC(=O)C12CC3CC(CC(C3)C1)C2,1,-1,-21,100,22,31,108,-0.1,0,0.8
CCCc1cc2c(=O)c(-c3nc4ccccc4s3)c(COCC(=O)O)oc2cc1O,-49,-58,-4,97,16,6,151*,-0.1,2,0.8
Cc1cc(NC(=O)c2ccccc2F)on1,-15,2,-13,115,4,18,103,0.5,-17,1
Cc1ccc2[nH]c(C)c(CCNC(=O)c3c(N)no[n+]3[O-])c2c1,5,8,-8,97,11,1,99,-0.2,2,0.9
O=C(C1CCCN(S(=O)(=O)c2cccc3nsnc23)C1)N1CCN(c2ccccn2)CC1 (configuration not stated),-16,14,-8,95,13,-17,90,0.1,6,0.9

The results go on:
mol,APP 5UTR inh,STAT3 blocker,TLR4-MyD88 BLA,STAT1 activator,Diaphorase inh,G6PDH CS,STAT3 act,Hsp70 act,STAT1 inh,Diaphorase act
NC1(N)OC(CN2C(=O)c3ccccc3C2=O)CS1 (configuration not stated),9,1,-3,99,14,6,104,0.0,1,0.9
COc1ccc(Cc2nn[nH]n2)cc1,-1,-1,5,103,-2,10,101,-0.1,-4,1
O=C(NCC(c1cccs1)N1CCOCC1)c1cc2ccccc2o1 (configuration not stated),-9,6,15,109,9,2,99,0.4,-9,0.9
CCS(=O)(=O)c1ccc(OC)c(N=Nc2ccc(O)c3ncccc23)c1,67*,11,7,88,33,32,96,-0.1,11,0.7
Cc1cccc(CS(=O)(=O)Cc2ccc(C(=O)NCCCN3CCOCC3)o2)c1,-4,6,-4,97,9,17,99,-0.2,4,0.9
O=S(=O)(Cc1c(F)cccc1Cl)c1ncn[nH]1,3,5,-6,91,1,1,100,0.0,6,1
